KCNQ1 inh – inhibitors of human KCNQ1 channel, primary screen, cell-based, thallium flux, high-throughput; CHO-K1 KCNQ1, FluxOR thallium flux fluorescence; stronger effect = higher value; 1.3% of 310,000 active; Potassium voltage-gated channel subfamily KQT member 1 (Homo sapiens), P51787; B-score at 10 µM; AID 2642, 2010;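 active = compounds whose thallium flux B-score, printed positive for inhibition, exceeds three library SD while starting fluorescence stays within three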;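 note: channel opened by potassium depolarization with thallium stimulus after 20 min compound exposure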
Target sequence (P51787 whole entry, looked up): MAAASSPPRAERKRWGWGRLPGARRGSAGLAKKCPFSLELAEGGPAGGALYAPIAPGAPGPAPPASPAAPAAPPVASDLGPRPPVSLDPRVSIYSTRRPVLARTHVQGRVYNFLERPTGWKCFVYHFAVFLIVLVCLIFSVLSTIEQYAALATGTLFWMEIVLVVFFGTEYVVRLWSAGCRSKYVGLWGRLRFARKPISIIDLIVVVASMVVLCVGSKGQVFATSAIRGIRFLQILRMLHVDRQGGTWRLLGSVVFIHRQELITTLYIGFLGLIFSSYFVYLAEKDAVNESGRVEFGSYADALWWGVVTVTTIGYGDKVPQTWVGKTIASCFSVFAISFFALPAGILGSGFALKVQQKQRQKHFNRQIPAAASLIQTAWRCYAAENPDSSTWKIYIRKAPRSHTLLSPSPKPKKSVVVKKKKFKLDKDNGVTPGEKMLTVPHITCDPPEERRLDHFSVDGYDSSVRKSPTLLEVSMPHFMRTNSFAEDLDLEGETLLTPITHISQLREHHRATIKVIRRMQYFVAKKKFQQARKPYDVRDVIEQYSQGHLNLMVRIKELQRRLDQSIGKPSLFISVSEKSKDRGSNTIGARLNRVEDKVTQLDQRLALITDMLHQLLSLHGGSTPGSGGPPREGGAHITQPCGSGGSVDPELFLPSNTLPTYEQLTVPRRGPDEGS
KCNK3 inh – human KCNK3 channel inhibitors, primary screen, CHO cells, FluxOR thallium flux, B-score | Potassium channel subfamily K member 3 (Homo sapiens), O14649 | FluxOR fluorescence; stronger effect = lower value | B-score at 10 µM | 0.84% of 340,000 active | AID 602410, 2012;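 active = B-score under library mean minus 4 SD, starting fluorescence ratio at most library mean plus 5 SD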;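 note: more negative B-score means stronger inhibition of thallium flux through KCNK3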
Target sequence (O14649 whole entry, looked up): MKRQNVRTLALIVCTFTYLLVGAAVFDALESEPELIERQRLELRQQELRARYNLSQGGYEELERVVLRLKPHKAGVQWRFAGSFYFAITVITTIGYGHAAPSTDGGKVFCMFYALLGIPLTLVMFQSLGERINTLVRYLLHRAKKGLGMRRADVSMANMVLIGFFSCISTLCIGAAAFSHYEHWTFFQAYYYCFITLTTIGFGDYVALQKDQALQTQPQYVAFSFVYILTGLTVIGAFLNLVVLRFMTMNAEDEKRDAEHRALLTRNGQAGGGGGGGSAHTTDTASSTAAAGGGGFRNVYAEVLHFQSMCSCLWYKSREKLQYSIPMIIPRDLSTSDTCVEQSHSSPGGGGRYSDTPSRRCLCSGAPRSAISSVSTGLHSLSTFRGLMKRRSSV
DYRK1A inh – rat Dyrk1A kinase inhibitors, primary screen, biochemical, single point, plate reader | Dual specificity tyrosine-phosphorylation-regulated kinase 1A (Rattus norvegicus), Q63470 | ADP-Glo luminescence, NFATc1 peptide | inhibition, % at 12.5 µM | 0.43% of 310,000 active | AID 504441, 2011; in the data active = inhibition above about 50%;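 note: plate controls were vehicle with enzyme for no effect and no enzyme for full effect; many of its hits are not listed in these tables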
hERG protect – hERG rescue from dofetilide block, primary screen, cell-based, CHO-hERG, FluxOR thallium flux, dofetilide IC70. 0.51% of 310,000 active. activation (rescue from dofetilide block), less the hit threshold, % at 10 µM. dofetilide IC70 present. Voltage-gated inwardly rectifying potassium channel KCNH2 (Homo sapiens), Q12809;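 active = activation above the mean of controls blocked by dofetilide plus 5 SD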;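 note: thallium influx through hERG after potassium depolarization seen as dye fluorescence rise; in these data hits start at about 4.7%; inactives centre near -7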
GSK3A inh – blockers of GSK3A enzyme activity – biochemical, luminescence, cell-free homogeneous, HTS, primary screen; AID 2650, 2010; GSK-3 alpha kinase, ADP-Glo luminescence, 60 min; inhibition, % at 10 µM; Glycogen synthase kinase-3 alpha (Homo sapiens), P49840; 0.1% of 320,000 active;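 in the data active = inhibition above about 50%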;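 note: GST-tagged GSK-3 alpha with peptide substrate and 25 µM ATP; 0% = DMSO neutral wells and 100% = GW8510 positive control wells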
KCNQ1 act – potentiators or activators of KCNQ1 channel, primary screen, cell-based, thallium flux, high-throughput. Potassium voltage-gated channel subfamily KQT member 1 (Homo sapiens), P51787. AID 2648, 2010. CHO-K1 KCNQ1, thallium flux FluxOR fluorescence; stronger effect = higher value. B-score at 10 µM. 0.35% of 310,000 active;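 active = fluorescence ratio B-score, a plate-corrected score, at least three library SD, with initial intensity B-score within 5 SD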
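Doses: Single concentration per compound, DMSO matched to controls | Test system: KCNQ1-transfected CHO-K1 cells | Timing: 90 min dye loading and 20 min compound exposure, both at room temperature | Measured by: Kinetic FluxOR thallium fluorescence, 10-s 1-Hz baseline, 110-s post-stimulus read | Medium: Assay buffer with matched DMSO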
KCNK9 block – KCNK9 potassium channel inhibitors, primary screen, HEK293 cells, thallium flux; FluxOR thallium flux fluorescence; stronger effect = lower value; B-score at 10 µM; 1.2% of 310,000 active; AID 488922, 2010;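 active = ratio B-score over 3 SD below the library mean, with starting fluorescence within 5 SD of its mean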;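 note: negative B-score means less thallium flux so channel inhibition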
PolyA inh – polyadenylation inhibitors in yeast reporter cells, primary screen, luminescence, S. cerevisiae; S. cerevisiae SKY197-pL101 polyadenylation reporter, beta-gal luminescence; efflux-impaired pdr1/pdr3 knockout yeast; score 100 = 6 SD above DMSO; calls only at 12 µM; 0.02% of 300,000 active; AID 1875, 2009;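 active = lowest replicate activity score at least 50, where 100 means six control SD above control mean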;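 note: yeast exposed to compound for 9 h at 30 °C; higher score means more reporter readthrough which indicates perturbed polyadenylation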
RGS4 pot – RGS4 potentiators or activators, primary screen, cell-based, HEK293 M3R inducible RGS4, calcium flux; carbachol calcium flux Fluo4; stronger effect = lower value; B-score at 10 µM; 0.92% of 310,000 active;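 active = B-score of the integrated calcium signal more than 4 SD below the library mean, with starting fluorescence not abnormally high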;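 note: negative B-score means reduced calcium response which marks RGS4 activation or potentiation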
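Assay system: Inducible-RGS4 HEK293 cells carrying M3 receptor | Schedule: Compound preincubation 20 min at room temperature before agonist | Signal: Kinetic calcium fluorescence imaging with Fluo4-AM dye, 2 µM | Read-out basis: B score from integrated fluorescence ratio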
RGS4 block – RGS4 inhibitors, primary screen, cell-based, HEK293 M3R inducible RGS4, calcium flux. 0.45% of 310,000 active. Fluo-4 calcium flux; stronger effect = higher value; triggered by carbachol at its EC20. Regulator of G-protein signaling 4 (Homo sapiens), P49798. B-score at 10 µM;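 active = B-score, a plate-corrected calcium signal, over three deviations above library mean, with baseline fluorescence within five deviations of library mean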;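 note: RGS4 expression induced by doxycycline in cells with stable M3 receptor; B-score is computed from the integrated fluorescence ratio over baseline after carbachol; higher B-score means a larger calcium signal and so more RGS4 inhibition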
GSK3beta inhib – human GSK3beta kinase inhibitors, primary screen, biochemical, cell-free homogeneous, HTS. AID 2097, 2009. Glycogen synthase kinase-3 beta (Homo sapiens), P49841. activity score (negative = inhibition), % at 10 µM. 0.038% of 300,000 active. GST-GSK3beta kinase, ADP-Glo luminescence, 60 min; stronger effect = lower value;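 active = more than half of replicate wells score below -50%, meaning over 50% inhibition versus plate controls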;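 note: 0% = median DMSO wells and -100% = median GW8510 positive control wells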
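Test system: GST-fused GSK3beta enzyme, cell-free | Quantity: 1.6 ng GST-GSK3beta enzyme per well | Reagent: 25 µM ATP with peptide substrate | Schedule: 60 min enzyme reaction, room temperature | Signal: Luminescent ADP-Glo measurement of ADP formed | Read-out basis: Score relative to plate controls | Control set: DMSO and 20 µM GW8510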
* = called active by the depositor; i = inactive; / = not tested or not shown. These rows are one share of the data; count on the stated rates, not on these rows.

Molecule | RGS4 pot | hERG protect | PolyA inh | KCNQ1 inh | GSK3beta inhib | RGS4 block | KCNQ1 act | GSK3A inh | DYRK1A inh | KCNK3 inh | KCNK9 block
COc1ccc(C(=O)N/N=C/C2CC=CCC2)cc1OC (stereo not drawn) | i | -6 | i | i | 0 | i | i | -7 | / | i | i
O=C(CCN1CCN(c2ccccc2)CC1)N/N=C/c1ccc([N+](=O)[O-])o1 | i | -9 | i | i | 0 | i | i | 0 | / | i | i
COc1ccc(-n2nc3c(N4CCC(C(=O)NCC(C)c5ccccc5)CC4)nnc(C)c3c2C)cc1 (stereo not drawn) | i | -14 | i | i | -4 | i | i | 0 | -3 | i | i
Cn1c(=O)n(Cc2ccccc2)c(=O)c2c1nc1n2CCCN1Cc1ccccc1 | i | -7 | i | i | 2 | i | i | 1 | 3 | i | i
CCCCN(C(=O)Oc1ccccc1)C1CCS(=O)(=O)C1 (stereo not drawn) | i | -6 | i | i | -22 | i | i | -4 | / | i | i
O=C(Nc1ccc(Cl)cc1)c1ccsn1 | i | -4 | i | i | 1 | i | i | 0 | 3 | i | i
CN(CCc1ccccc1)Cc1nc(-c2cnccn2)no1 | i | -10 | i | i | -2 | i | i | -2 | / | i | i
CC1CCCN(C(=O)C2CCCN(S(=O)(=O)c3cccc4nsnc34)C2)C1 (stereo not drawn) | i | -7 | i | i | -1 | i | i | 1 | -1 | i | i
O=C(CSc1nnc(NC(=O)C2CCCCC2)s1)NCc1ccco1 | i | -6 | i | i | -4 | i | i | 0 | 3 | i | i
O=C(CNC(=S)N(Cc1ccccc1)Cc1cccnc1)NC1CCCC1 | i | -11 | i | i | 0 | i | i | -1 | -3 | i | i
O=C(CCNS(=O)(=O)c1ccccc1C(F)(F)F)NCC(c1ccco1)N1CCCCC1 (stereo not drawn) | i | -11 | i | i | -2 | i | i | 0 | 6 | i | i
Cc1ccsc1/C=C(\C#N)C(=O)NCc1ccco1 | i | -10 | i | i | -3 | i | i | 1 | 1 | i | i
O=C(O)c1cn(CCOc2ccccc2Cl)c2ccccc12 | i | -5 | i | i | 2 | i | i | -6 | 1 | i | i
O=[N+]([O-])c1cc(-c2nnc(C34CC5CC(CC(C5)C3)C4)o2)cc([N+](=O)[O-])c1 | i | -6 | i | i | 1 | i | i | -1 | 3 | i | i
COc1ccc(-c2cn[nH]c2-c2ccc(OCC(=O)NN)cc2O)cc1 | i | -6 | i | i | 3 | i | i | -1 | 8 | i | i
O=C(Nc1ccc(N2CCN(C(=O)c3ccccc3)CC2)c(Cl)c1)c1ccco1 | i | -5 | i | i | 0 | i | i | -1 | 8 | i | i
c1csc(Cc2nn3c(-c4ccncc4)nnc3s2)c1 | i | -2 | i | i | 5 | i | i | 3 | 2 | i | i
C[C@H](NC(=O)c1nc[nH]c1C(=O)N1CCN(c2ccccc2)CC1)C(=O)OC(C)(C)C | i | -3 | i | i | 1 | i | i | 2 | 7 | i | i
O=C(O)c1ccc(/C=N/NC(=S)NCCN2CCOCC2)cc1 | i | -3 | i | i | -3 | i | i | 1 | / | i | i
O=C(CSc1nnc(Cc2ccccc2)o1)Nc1cccc(F)c1 | i | -6 | i | i | 2 | i | i | -3 | -2 | i | i
O=c1c2sc3nc(N4CCOCC4)c4c(c3c2ncn1CCc1ccccc1)CCCC4 | i | -10 | i | 9* | -1 | i | i | 1 | 2 | i | i
Oc1ccc(N=Nc2ccc(Br)cc2)c(O)c1 | i | -4 | i | i | -2 | i | i | 0 | -1 | i | i
CCC/C(O)=C1\C(=O)CC(C)(C)CC1=NCCO | i | -6 | i | i | -4 | i | i | -4 | -6 | i | i
O=C(CCS(=O)(=O)c1cc2c(cc1Cl)NC(=O)CO2)NCCc1ccccc1 | i | -11 | i | i | -1 | i | i | -7 | 2 | i | i
COc1ccc(N(C)C(=O)c2cc3c(s2)-c2ccccc2OC3)c(OC)c1 | i | -5 | i | i | -2 | i | i | -1 | 19 | i | i
COc1cc([N+](=O)[O-])cc(/C=N/NC(=O)Cn2cncn2)c1O | i | -12 | i | i | 6 | i | i | -1 | 4 | i | i
COC(=O)C1=C(C)N(C)C(=S)NC1c1ccccc1 (stereo not drawn) | i | -8 | i | i | 2 | i | i | -1 | -8 | i | i
COCCNC(=O)CCCC(=O)NCCOC | i | -5 | i | i | -1 | i | i | -2 | 0 | i | i
COc1ccc(/C=N/NC(=O)Cc2cc(OC)c(OC)cc2[N+](=O)[O-])cc1 | i | -2 | i | i | -4 | i | i | -1 | 1 | i | i
CNC(=O)C1CCN(S(=O)(=O)c2c(C)noc2/C=C/c2ccc(C)cc2)CC1 | i | -4 | i | i | 0 | i | i | 1 | 0 | i | i
COc1ccc(Cl)c(Cn2c(NCC(C)O)nc3c2c(=O)n(C)c(=O)n3C)c1 (stereo not drawn) | i | -2 | i | i | 2 | i | i | -3 | 2 | i | i
Cc1cccc(N2CCN(C(=O)C(C)C)CC2)c1C | i | -3 | i | i | -1 | i | i | 0 | 10 | i | i
COc1nc(N)c(S(=O)(=O)c2ccccc2)cc1C#N | i | -5 | i | i | -20 | i | i | -5 | 9 | i | i
O=C(COC(=O)[C@H](Cc1ccccc1)NC(=O)c1cccs1)Nc1c(Cl)cccc1Cl | i | -9 | i | i | 3 | i | i | -1 | -3 | i | i
Cn1nc(C(C)(C)C)cc1NC(=O)Nc1cc(Cl)cc(Cl)c1 | i | -16 | i | i | 0 | i | i | 3 | -11 | i | i
Cc1ccccc1OCC(=O)NN1C(=O)C2C3C=CC(O3)C2C1=O (stereo not drawn) | i | -4 | i | i | 2 | i | i | -2 | -1 | i | i
COc1cc(NC(=O)c2ccccc2)c(OC)cc1Cl | i | -13 | i | i | -2 | i | i | / | 4 | i | i
Cc1ccc(-c2nn(-c3ccccc3)cc2/C=N/O)cc1 | i | 3 | i | i | -52* | i | i | 78* | / | i | i
COc1cc(-n2c(=O)c3ccccc3n(Cc3cccnc3)c2=O)cc(OC)c1OC | i | -6 | i | i | 4 | i | i | 1 | 0 | i | i
COCCN(CCOC)S(=O)(=O)c1ccc(C(=O)Nc2nnc(C)o2)cc1 | i | -9 | i | i | -3 | i | i | -2 | -3 | i | i
CCOCCCNC(=S)N1C2CCC1CC(NC(=O)NC13CC4CC(CC(C4)C1)C3)C2 (stereo not drawn) | i | -6 | i | i | -4 | i | i | -1 | / | i | i
CCCc1nnc(NC(=O)Cn2c(=O)sc3ccccc32)s1 | i | -16 | i | i | 4 | i | i | -3 | -3 | i | i
O=C(N/N=C/C=C/c1ccc2c(c1)OCO2)c1ccc([N+](=O)[O-])cc1 | i | 1 | i | i | -1 | i | i | -2 | 0 | i | i
O=C(N/N=C/C=C/c1ccccc1)C(O)c1ccccc1 (stereo not drawn) | i | -3 | i | i | 0 | i | i | 4 | 3 | i | i
CC1CC(CC(C)C(=O)Nc2nncs2)C(=O)O1 (stereo not drawn) | i | -6 | i | i | -2 | i | i | 5 | 5 | i | i

Retrieved by structure from above, 2 records:
Molecule | RGS4 pot | hERG protect | PolyA inh | KCNQ1 inh | GSK3beta inhib | RGS4 block | KCNQ1 act | GSK3A inh | DYRK1A inh | KCNK3 inh | KCNK9 block
O=C(CCNS(=O)(=O)c1ccccc1C(F)(F)F)NCC(c1ccco1)N1CCCCC1 (stereo not drawn) | i | -11 | i | i | -2 | i | i | 0 | 6 | i | i
COc1cc([N+](=O)[O-])cc(/C=N/NC(=O)Cn2cncn2)c1O | i | -12 | i | i | 6 | i | i | -1 | 4 | i | i

(listing goes on)
Molecule | RGS4 pot | hERG protect | PolyA inh | KCNQ1 inh | GSK3beta inhib | RGS4 block | KCNQ1 act | GSK3A inh | DYRK1A inh | KCNK3 inh | KCNK9 block
COc1ccc(C)cc1S(=O)(=O)N1CCCC(N2CCOCC2)C1 (stereo not drawn) | i | -1 | i | i | -3 | i | i | -2 | 12 | i | i
COc1ccc(C(C(=O)NC2CCCCC2)N(Cc2cccnc2)C(=O)c2snc(C(N)=O)c2N)cc1 (stereo not drawn) | i | -8 | i | i | 2 | i | i | 0 | -6 | i | i
CC(Oc1ccc2c(-c3ccccc3)cc(=O)oc2c1)C(=O)N[C@H](Cc1c[nH]c2ccccc12)C(=O)O (stereo partly drawn) | i | -5 | i | i | 1 | i | i | -4 | 1 | i | i
O=C(Nc1cccc2nsnc12)C1CC(=O)N(c2ccccc2)C1 (stereo not drawn) | i | -11 | i | i | 1 | i | i | -3 | 2 | i | i
O=C(N/N=C/c1ccc2cccc(OCc3ccccc3)c2n1)c1ccc(Cl)cc1 | -9.9* | -14 | i | i | -4 | i | i | 6 | -1 | i | i
Cc1ccc(Oc2nc3ccccc3n3cccc23)cc1 | i | -7 | i | i | -4 | i | i | -2 | -16 | i | i
COCCNC(=O)c1ccccc1NC(=O)c1ccccc1SC | i | -10 | i | i | -3 | i | i | 1 | / | i | i
Cc1[nH]c(=O)c(C#N)c2c1CSC(C)(C)C2 | i | -12 | i | i | -1 | i | i | -3 | 4 | i | i
CCCS(=O)(=O)N1CCN(c2ccccc2F)CC1 | i | -4 | i | i | 1 | i | i | -7 | 0 | i | i
CCOC(=O)C(=CN=C(N)Nc1nc2ccccc2o1)C(=O)OCC | i | -4 | i | i | -5 | i | i | 2 | 6 | i | i

From PubChem
